Screens: PubChem BioAssay, several laboratories
Anthrax LF prot: inhibitors of Bacillus anthracis lethal factor protease; AID 588501; P15917; multiplex microsphere protease cleavage assay, LF; inhibition, % at 10 µM; hit rate 0.12% among 360,000; in the data active = inhibition above about 30%; inconclusive = no clear call, values can overlap the other calls; also: plate controls were buffer without enzyme for full effect and enzyme alone for no effect
Target sequence (P15917 whole entry, looked up): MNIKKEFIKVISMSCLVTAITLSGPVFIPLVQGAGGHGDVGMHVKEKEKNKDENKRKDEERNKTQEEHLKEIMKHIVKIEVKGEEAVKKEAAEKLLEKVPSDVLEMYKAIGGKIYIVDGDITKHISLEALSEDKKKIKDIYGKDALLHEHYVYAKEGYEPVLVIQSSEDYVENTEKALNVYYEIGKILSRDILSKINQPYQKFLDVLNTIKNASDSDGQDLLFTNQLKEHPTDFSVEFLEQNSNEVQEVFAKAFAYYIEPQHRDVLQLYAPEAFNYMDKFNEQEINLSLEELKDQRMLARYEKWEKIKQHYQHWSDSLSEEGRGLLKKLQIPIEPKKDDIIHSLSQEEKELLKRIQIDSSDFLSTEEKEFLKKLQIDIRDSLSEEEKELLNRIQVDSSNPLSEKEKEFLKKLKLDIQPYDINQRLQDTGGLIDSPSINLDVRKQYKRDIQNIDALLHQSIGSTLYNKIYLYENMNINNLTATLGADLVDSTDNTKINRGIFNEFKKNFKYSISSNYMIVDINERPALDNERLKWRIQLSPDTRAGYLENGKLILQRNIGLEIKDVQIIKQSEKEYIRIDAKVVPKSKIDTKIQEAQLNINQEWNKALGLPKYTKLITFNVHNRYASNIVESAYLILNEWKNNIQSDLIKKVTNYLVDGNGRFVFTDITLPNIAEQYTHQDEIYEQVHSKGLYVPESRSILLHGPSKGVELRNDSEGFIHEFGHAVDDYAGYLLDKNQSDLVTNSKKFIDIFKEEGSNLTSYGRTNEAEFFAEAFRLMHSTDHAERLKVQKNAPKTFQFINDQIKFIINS
3CLpro inhibitor: SARS-CoV 3CLpro protease inhibition | P0C6X7 | recombinant SARS-CoV 3CLpro, quenched FRET peptide cleavage | inhibition, % at 6 µM | hit rate 0.14% among 290,000; in the data active = inhibition above about 12%
PfHsp40 rescue: restores yeast growth despite PfHsp40 toxicity | S. cerevisiae expressing PfHsp40, growth rescue, ATP luminescence | growth rescue, % at 12.5 µM | hit rate 0.68% among 340,000 | AID 504582; in the data active = growth rescue above about 28%, passing the limit was not always enough; inconclusive = no clear call, values can overlap the other calls;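 also: yeast W303a lacking pdr1 and pdr3 grown in galactose medium; growth measured after three days at 30 °C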
DUSP3 inh: inhibitors of human VHR1 phosphatase (DUSP3). P51452. recombinant VHR phosphatase, pNPP absorbance. inhibition, % at 13.3 µM. hit rate 0.52% among 290,000. AID 1654; in the data active = inhibition above about 50%; also: some compounds called inactive have numbers as strong as hits
Target sequence (P51452 whole entry, looked up): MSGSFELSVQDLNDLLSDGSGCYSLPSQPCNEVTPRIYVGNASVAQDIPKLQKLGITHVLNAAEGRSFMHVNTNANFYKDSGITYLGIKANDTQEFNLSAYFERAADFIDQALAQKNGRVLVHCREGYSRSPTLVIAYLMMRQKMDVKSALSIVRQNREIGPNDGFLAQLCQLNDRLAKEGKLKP
PriA SSB inh: K. pneumoniae PriA-SSBct interaction inhibition; AID 1272365; AlphaScreen SSBct-PriA binding, biotinylated peptide; inhibition, % at 33 µM; hit rate 0.6% among 430,000; in the data active = inhibition mostly above about 37%, no sharp cut-off; inactive = mostly below about 20%;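 also: plate controls were negative control peptide for no effect and reference peptide for full effect; strong numbers were not always called active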
Yp Topo-I inh: blocks Yersinia pestis topoisomerase I activity | activity, % at 10 µM | Y. pestis Topo-I cleavage product accumulation, plate reader | hit rate 0.064% among 360,000; in the data active = activity above about 50%, passing the limit was not always enough; inconclusive = no clear call, values can overlap the other calls; also: inactives centre near 2
BH1578 lux ind: quorum light induction in luxS cqsA deficient V. cholerae; V. cholerae BH1578 lux reporter, luminescence, 6 h; hit rate 0.16% among 350,000; activation, % at 18.7 µM; in the data active = activation mostly above about 9.7%, no sharp cut-off; inconclusive = no clear call, values can overlap the other calls; inactive = mostly below about 3.7%; also: not every result past the cut was called active; inactives centre near 0; reference of the scale not given here
Rv3671c protease: inhibitors of M. tuberculosis serine protease Rv3671c | hit rate 0.048% among 320,000 | AID 2606 | inhibition, % at 5.96 µM | P9WHR9; in the data active = inhibition above about 38%;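 also: extracellular domain of Rv3671c used as enzyme; 0% = enzyme with DMSO and 100% = no enzyme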
TcdB GH inh: TcdB glycohydrolase inhibition; TcdB glycohydrolase enzymatic assay, plate reader; hit rate 0.24% among 350,000; P18177; inhibition, % at 9.99 µM; AID 652162; in the data active = inhibition above about 10%
MazF activator: activators of E. coli MazEF toxin-antitoxin RNase. activation, % at 20 µM. FAM/BHQ RNA-DNA oligo cleavage fluorescence, 5 h. hit rate 0.32% among 350,000. P0AE70; in the data active = activation above about 50%
Target sequence (P0AE70 whole entry, looked up): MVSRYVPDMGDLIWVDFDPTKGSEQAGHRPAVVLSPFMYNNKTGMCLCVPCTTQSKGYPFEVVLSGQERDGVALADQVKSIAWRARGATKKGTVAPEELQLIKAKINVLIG
The depositor's hits bear a star. These rows are one share of the data, so the mix of outcomes need not match the whole.

Results for COc1ccc(NC(=O)C2(C)Cc3c(-c4cccc(C(N)=O)c4)ccnc3O2)cn1 (centres undefined) ?
Anthrax LF prot: -4.8; Yp Topo-I inh: -2.0; BH1578 lux ind: -0.5; TcdB GH inh: 1.0

Results for N/C(=N\OC(=O)COc1ccc(Br)cc1Cl)c1ccncc1 ?
Anthrax LF prot: 0.1; 3CLpro inhibitor: 2.4; PfHsp40 rescue: 1.5; DUSP3 inh: -1.2; Yp Topo-I inh: -2.0; BH1578 lux ind: 3.4; Rv3671c protease: -4.4; TcdB GH inh: -0.8; MazF activator: -6.6

How did Cc1noc(C)c1CSc1nnc(-c2c[nH]c3ccccc23)n1-c1ccc(Cl)cc1 do in these assays?
Anthrax LF prot: -2.9; 3CLpro inhibitor: -5.4; PfHsp40 rescue: -2.4; DUSP3 inh: 35.6; PriA SSB inh: -0.5; Yp Topo-I inh: 17.6; BH1578 lux ind: inactive; Rv3671c protease: 11.4; MazF activator: -3.6

Results for NCCNC[C@@H]1COC2(CCCCCCCCCCC2)O1 ?
3CLpro inhibitor: 3.5; PfHsp40 rescue: 2.2; DUSP3 inh: 4.3; PriA SSB inh: 6.3; Yp Topo-I inh: -2.5; BH1578 lux ind: -0.8; Rv3671c protease: -1.5; TcdB GH inh: 1.2; MazF activator: 6.8

How did COC(=O)c1ccccc1NC(=O)Cn1nc(C(F)(F)F)c2c1CCC2 do in these assays?
Anthrax LF prot: -18.0; 3CLpro inhibitor: -4.5; PfHsp40 rescue: 2.4; DUSP3 inh: 8.4; PriA SSB inh: -30.2; Yp Topo-I inh: 11.4; BH1578 lux ind: -0.3; Rv3671c protease: 10.8; MazF activator: 2.9

How did CCN(CC)CCCN=Cc1c(O)n(-c2cccc(C)c2)c(=O)c2ccccc12 do in these assays?
3CLpro inhibitor: 4.2; DUSP3 inh: 13.1; PriA SSB inh: -3.5; Yp Topo-I inh: 4.8; BH1578 lux ind: -0.6; Rv3671c protease: 3.4; TcdB GH inh: -0.9; MazF activator: 2.2

What do the screens show for `COc1ccc(OC)c2nc3c(cc12)CCC3`?
Anthrax LF prot: 1.4; 3CLpro inhibitor: 1.8; PfHsp40 rescue: 0.0; DUSP3 inh: 17.2; PriA SSB inh: 6.0; Yp Topo-I inh: -3.1; BH1578 lux ind: -0.5; Rv3671c protease: 2.0; TcdB GH inh: 2.0; MazF activator: 13.2

Results for CCOc1ccc2nc(Cl)sc2c1 ?
Anthrax LF prot: -1.9; 3CLpro inhibitor: -5.2; PfHsp40 rescue: -1.0; DUSP3 inh: 5.5; PriA SSB inh: -2.4; Yp Topo-I inh: 3.6; BH1578 lux ind: inactive; Rv3671c protease: -2.8; TcdB GH inh: 1.6; MazF activator: 5.4

Results for Cc1ccc(NC(=S)NNC(=O)c2cn(C)nc2C)cc1 ?
Anthrax LF prot: 2.7; 3CLpro inhibitor: -1.3; PfHsp40 rescue: 4.3; DUSP3 inh: -4.2; PriA SSB inh: -6.9; Yp Topo-I inh: 2.8; BH1578 lux ind: inactive; Rv3671c protease: 1.3; MazF activator: 3.9

How did CC(C)CC(=O)Nc1c(C(=O)N2CCN(Cc3ccccc3)CC2)oc2ccccc12 do in these assays?
Anthrax LF prot: -1.3; 3CLpro inhibitor: -2.1; PfHsp40 rescue: 0.5; DUSP3 inh: 1.0; PriA SSB inh: 13.4; Yp Topo-I inh: 8.7; BH1578 lux ind: inactive; Rv3671c protease: -4.9; TcdB GH inh: -1.1; MazF activator: 4.4

Overlap with the part before: 2 compounds, followed by the next part.
Results for Cc1ccc(NC(=S)NNC(=O)c2cn(C)nc2C)cc1 ?
Anthrax LF prot: 2.7; 3CLpro inhibitor: -1.3; PfHsp40 rescue: 4.3; DUSP3 inh: -4.2; PriA SSB inh: -6.9; Yp Topo-I inh: 2.8; BH1578 lux ind: inactive; Rv3671c protease: 1.3; MazF activator: 3.9

How did CC(C)CC(=O)Nc1c(C(=O)N2CCN(Cc3ccccc3)CC2)oc2ccccc12 do in these assays?
Anthrax LF prot: -1.3; 3CLpro inhibitor: -2.1; PfHsp40 rescue: 0.5; DUSP3 inh: 1.0; PriA SSB inh: 13.4; Yp Topo-I inh: 8.7; BH1578 lux ind: inactive; Rv3671c protease: -4.9; TcdB GH inh: -1.1; MazF activator: 4.4

What do the screens show for `N#Cc1c(N)c(C#N)c(-c2ccc(O)cc2)c2c1CCCC2`?
Anthrax LF prot: -2.2; 3CLpro inhibitor: 8.1; PfHsp40 rescue: 1.2; DUSP3 inh: 1.5; PriA SSB inh: -3.5; Yp Topo-I inh: -1.3; BH1578 lux ind: inactive; Rv3671c protease: -10.3; MazF activator: 2.0

How did O=C(CCn1c(=S)oc2ccccc21)NC1CCCCCC1 do in these assays?
Anthrax LF prot: 3.3; 3CLpro inhibitor: 2.0; PfHsp40 rescue: 0.7; DUSP3 inh: 3.5; PriA SSB inh: -5.4; Yp Topo-I inh: -2.6; BH1578 lux ind: inactive; Rv3671c protease: 3.6; TcdB GH inh: 0.7; MazF activator: -7.1

Results for O=C(c1cc(-c2cccnc2)nc2ccc(Cl)cc12)N1CCN(S(=O)(=O)c2cccs2)CC1 ?
Anthrax LF prot: 1.0; 3CLpro inhibitor: 1.7; PfHsp40 rescue: -0.9; DUSP3 inh: 9.6; PriA SSB inh: -2.3; Yp Topo-I inh: 38.1; BH1578 lux ind: 0.1; Rv3671c protease: -10.5; TcdB GH inh: -1.0; MazF activator: 2.2

Results for O=C(CN1CCN(c2ccccc2O)CC1)Nc1ccc(S(=O)(=O)N2CCCCCC2)cc1 ?
Anthrax LF prot: inconclusive; PfHsp40 rescue: 1.1; PriA SSB inh: 11.1; Yp Topo-I inh: 4.8; BH1578 lux ind: -2.1; TcdB GH inh: 2.8; MazF activator: 0.0

Results for CCOc1ccc(NC(=O)CCC(=O)NNC(=O)Nc2ccc(Cl)cc2)cc1 ?
Anthrax LF prot: -3.5; 3CLpro inhibitor: -1.5; PfHsp40 rescue: 0.0; DUSP3 inh: 9.5; PriA SSB inh: -15.3; Yp Topo-I inh: 6.4; BH1578 lux ind: 0.5; Rv3671c protease: -22.4; TcdB GH inh: -0.8; MazF activator: 15.2

How did O=c1c2c3c(sc2n2cnnc2n1-c1ccccc1)N(Cc1ccccc1)CCC3 do in these assays?
3CLpro inhibitor: 3.5; DUSP3 inh: 5.9; PriA SSB inh: 4.3; Rv3671c protease: -14.8; MazF activator: 13.8

What do the screens show for `COc1cccc(NC(=S)N(CCCN2CCCC2)Cc2ccco2)c1`?
Anthrax LF prot: -0.6; 3CLpro inhibitor: 5.7; PfHsp40 rescue: 0.4; DUSP3 inh: 15.5; PriA SSB inh: 6.2; Yp Topo-I inh: -1.4; BH1578 lux ind: -0.2; Rv3671c protease: 0.6; TcdB GH inh: -1.2; MazF activator: 8.3

How did N#CCn1cnc2sc(-c3ccccc3)cc2c1=O do in these assays?
Anthrax LF prot: -4.8; 3CLpro inhibitor: 0.4; DUSP3 inh: 13.0; PriA SSB inh: -28.8; Yp Topo-I inh: 2.0; BH1578 lux ind: -0.4; Rv3671c protease: 1.7; TcdB GH inh: 0.3; MazF activator: 14.2

What do the screens show for `O=C(c1cccc(S(=O)(=O)N2CCOCC2)c1)N1CCN(Cc2ccc3c(c2)OCO3)CC1`?
Anthrax LF prot: -1.9; 3CLpro inhibitor: -5.8; PfHsp40 rescue: 1.0; DUSP3 inh: 22.3; PriA SSB inh: 4.8; Yp Topo-I inh: 18.9; BH1578 lux ind: inactive; Rv3671c protease: 18.5; TcdB GH inh: 0.4; MazF activator: 5.9

Results for Nc1nc(SCC(=O)NCc2ccccc2Cl)[nH]c(=O)c1NC(=O)c1ccccc1F ?
Anthrax LF prot: -0.8; 3CLpro inhibitor: 3.3; PfHsp40 rescue: -1.2; DUSP3 inh: 0.1; PriA SSB inh: -14.0; Yp Topo-I inh: -3.1; BH1578 lux ind: inactive; Rv3671c protease: 1.5; MazF activator: 5.9

Results for Cc1oc2cc3oc(=O)c(CCC(=O)NCCN4CCOCC4)c(C)c3cc2c1C ?
Anthrax LF prot: -1.4; 3CLpro inhibitor: -2.5; PfHsp40 rescue: -0.7; DUSP3 inh: -6.8; PriA SSB inh: -2.7; Yp Topo-I inh: 3.7; BH1578 lux ind: -0.4; Rv3671c protease: 0.8; TcdB GH inh: 0.5; MazF activator: 9.9

How did CCc1nc(Nc2ccc3c(c2)OCO3)c2oc3ccccc3c2n1 do in these assays?
Anthrax LF prot: 1.1; 3CLpro inhibitor: 0.5; PfHsp40 rescue: -1.2; DUSP3 inh: 13.7; PriA SSB inh: -6.1; Yp Topo-I inh: -12.6; BH1578 lux ind: -0.4; Rv3671c protease: 10.2; MazF activator: -1.3

What do the screens show for `O=C(C1CCCCC1)N1CC(=O)N2CCc3ccccc3C2C1` (centres undefined)?
3CLpro inhibitor: -0.3; DUSP3 inh: -22.3; BH1578 lux ind: inactive; Rv3671c protease: 5.7

What do the screens show for `O=C(NCC1CC1)C1(C(F)(F)F)C/C(=C\Cc2ccccc2)CCCO1` (centres undefined)?
Anthrax LF prot: -2.6; PfHsp40 rescue: 9.5; PriA SSB inh: -9.2; Yp Topo-I inh: 10.6; BH1578 lux ind: inactive; Rv3671c protease: 5.3; TcdB GH inh: 1.4; MazF activator: 0.7

What do the screens show for `CCS(=O)(=O)c1nc(S(=O)(=O)c2ccc(C)cc2)c(N2CCC3(CC2)OCCO3)s1`?
Anthrax LF prot: 4.9; 3CLpro inhibitor: 0.2; PfHsp40 rescue: 0.2; DUSP3 inh: 3.7; PriA SSB inh: -4.3; Yp Topo-I inh: 12.6; BH1578 lux ind: -0.1; Rv3671c protease: -5.5; TcdB GH inh: 0.2; MazF activator: -0.3

Results for CN(CC(=O)NCc1ccc2c(c1)OCO2)S(=O)(=O)c1ccc(F)cc1 ?
Anthrax LF prot: -6.7; 3CLpro inhibitor: -9.5; PfHsp40 rescue: -1.1; DUSP3 inh: 3.0; PriA SSB inh: 1.8; Yp Topo-I inh: 1.5; BH1578 lux ind: -0.2; Rv3671c protease: 1.0; TcdB GH inh: 0.3; MazF activator: 2.9

How did O=C(NC(=S)N1CCOCC1)c1cn(-c2ccccc2)nc1-c1ccccc1 do in these assays?
Anthrax LF prot: 1.3; PfHsp40 rescue: 1.1; PriA SSB inh: 18.1; Yp Topo-I inh: 2.3; BH1578 lux ind: inactive; Rv3671c protease: -13.7; TcdB GH inh: 1.3; MazF activator: 5.1

How did OC[C@H]1O[C@@H](n2cnc3c(Nc4ccccc4)ncnc32)[C@H](O)[C@@H]1O do in these assays?
Anthrax LF prot: -3.6; 3CLpro inhibitor: -6.0; PfHsp40 rescue: 0.9; DUSP3 inh: -3.0; PriA SSB inh: -16.5; Yp Topo-I inh: 0.7; BH1578 lux ind: 4.2; Rv3671c protease: 6.9; TcdB GH inh: -0.8; MazF activator: 8.2

What do the screens show for `Cn1cnnc1Sc1cc(N2CCNCC2)ccc1[N+](=O)[O-]`?
Anthrax LF prot: -7.3; 3CLpro inhibitor: 1.1; PfHsp40 rescue: -0.2; DUSP3 inh: 18.6; PriA SSB inh: -0.3; Yp Topo-I inh: -5.6; BH1578 lux ind: -0.6; Rv3671c protease: 0.1; TcdB GH inh: 0.3; MazF activator: -0.3

What do the screens show for `CNC(=O)c1ccc(-c2cc3onc(-c4ccccc4)c3c(=O)n2C)cc1`?
Anthrax LF prot: -1.7; PfHsp40 rescue: 0.1; PriA SSB inh: 7.6; Yp Topo-I inh: 3.6; BH1578 lux ind: -0.7; Rv3671c protease: 7.1; TcdB GH inh: 1.1; MazF activator: -0.4

What do the screens show for `CC(OC(=O)c1cc2sccc2n1C)C(=O)NCc1ccco1` (centres undefined)?
Anthrax LF prot: 0.0; 3CLpro inhibitor: 2.1; PfHsp40 rescue: -0.1; DUSP3 inh: 17.7; PriA SSB inh: -0.3; Yp Topo-I inh: 6.1; BH1578 lux ind: inactive; Rv3671c protease: -3.2; TcdB GH inh: -0.3; MazF activator: -6.0
